High-throughput results: PubChem, National Center for Advancing Translational Sciences (NCATS)
ATXN2 expr inh = inhibitors of ATXN2 expression; actives 0.72% (n = 360,000); HEK-293 ATXN2-luciferase reporter, luminescence, 24 h; Potency, µM (highest dose often 57 µM), inactives show at the top dose activity change, negative = inhibition, usual class: inhibitors; note: % is set by controls: 0 for no effect and ±100 for the full control effect; nearly all actives have a fitted effect of over 55% in size
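qHTS (up to 57 uM final) was run with 24 h compound exposure of reporter cells at 37 °C. Each well was multiplexed: SteadyGlo luminescence measured ATXN2-luciferase expression after a fluorogenic Gly-Phe-AFC viability readout (25 uM final).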
EPAC2 antag = blocks human EPAC2 exchange factor. EPAC2 GEF exchange of Rap1B-BODIPY-GDP, fluorescence. actives 0.18% (n = 360,000). Potency, µM (doses to about 114 µM), inactives show at the top dose activity, negative = inhibition, hits mostly inhibitors. AID 720708. Q8WZA2; note: % is set by controls: 0 for no effect and ±100 for the full control effect; nearly all actives have a fitted effect of over 45% in size; many of its hits are not listed in these tables
Target sequence (Q8WZA2 whole entry, looked up): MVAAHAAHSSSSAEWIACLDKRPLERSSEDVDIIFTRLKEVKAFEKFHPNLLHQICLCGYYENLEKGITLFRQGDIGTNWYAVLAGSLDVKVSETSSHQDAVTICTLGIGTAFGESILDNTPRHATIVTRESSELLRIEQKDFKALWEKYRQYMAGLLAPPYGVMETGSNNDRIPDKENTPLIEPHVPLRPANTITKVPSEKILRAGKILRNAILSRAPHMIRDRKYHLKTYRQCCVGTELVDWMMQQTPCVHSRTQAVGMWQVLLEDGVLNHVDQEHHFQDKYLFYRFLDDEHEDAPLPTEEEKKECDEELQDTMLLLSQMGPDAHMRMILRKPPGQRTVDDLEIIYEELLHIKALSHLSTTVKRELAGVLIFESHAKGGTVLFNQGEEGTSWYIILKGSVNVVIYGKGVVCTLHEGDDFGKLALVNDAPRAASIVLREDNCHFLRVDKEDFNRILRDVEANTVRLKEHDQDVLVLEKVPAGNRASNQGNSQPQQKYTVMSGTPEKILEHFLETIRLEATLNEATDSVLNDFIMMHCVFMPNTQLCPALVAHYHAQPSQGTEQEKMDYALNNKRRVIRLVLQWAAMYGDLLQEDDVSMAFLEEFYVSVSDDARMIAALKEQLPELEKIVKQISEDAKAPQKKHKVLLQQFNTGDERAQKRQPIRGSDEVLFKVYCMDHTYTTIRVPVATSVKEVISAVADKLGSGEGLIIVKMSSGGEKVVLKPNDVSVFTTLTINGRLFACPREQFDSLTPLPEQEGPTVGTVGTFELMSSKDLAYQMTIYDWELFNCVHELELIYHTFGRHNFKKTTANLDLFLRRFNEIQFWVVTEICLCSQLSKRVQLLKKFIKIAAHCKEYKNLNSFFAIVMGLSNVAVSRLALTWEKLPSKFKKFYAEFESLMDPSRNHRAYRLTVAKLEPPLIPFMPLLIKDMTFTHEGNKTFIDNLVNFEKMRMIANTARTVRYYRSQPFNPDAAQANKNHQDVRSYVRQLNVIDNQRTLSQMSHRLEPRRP
TGFb inhibitor = blocks TGF-b signaling; Potency, µM (highest dose often 46.1 µM), for the others: at the top dose activity, negative = inhibition, usual class: inhibitors; HepG2 CAGA-GFP TGF-b/SMAD3 reporter, GFP fluorescence, 18 h; TGF-beta stimulated, 500 pg/mL final; actives 1.2% (n = 410,000); note: % is set by controls: 0 for no effect and ±100 for the full control effect; nearly all actives have a fitted effect of over 65% in size
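HEPG2 CAGA-GFP, 1000 cells/well; 2 h settle, 37 C; cpd via pin tool; TGF-b 500 pg/mL final; 18 h, 37 C; GFP imaging ex488/em500-530; %Activity normalised to -TGF-b and +DMSO controls; CRC fit, curve class.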
S2 tox = cell viability loss in ATXN counter-screen; S2 cells (HEK-293 line with an ATXN2-luciferase reporter) viability, CellTiter-Fluor protease fluorescence, 24 h; actives 0.49% (n = 400,000); Potency, µM (top dose mostly 56.7 µM), hits mostly cytotoxic; note: nearly all actives have a fitted effect of over 40% in size
A549 viability = counter-screen for Nrf2 inhibitors: cytotoxicity in A549 cells | A549 ARE-Fluc cells, CellTiter-Fluor viability, 18-24 h | Potency, µM (highest dose often 46 µM), for inactives: top-dose activity change, negative = cytotoxicity, most hits filed as inhibitors | actives 0.16% (n = 390,000) | AID 504648; note: % is set by controls: 0 for no effect and ±100 for the full control effect
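Cytotoxicity counterscreen: CellTiter-Fluor fluorescence was measured in A549 ARE_Fluc cells after 18-24 h of compound exposure in a concentration series. The subsequent BugLite luminescent read reports ARE-luciferase activity.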
Nrf2 inh = inhibitors of Nrf2 signaling. A549 ARE-Fluc reporter, luciferase luminescence, 18-24 h. Potency, µM (top dose mostly 46 µM), for inactives: at the highest dose activity change, negative = inhibition, hits mostly inhibitors. actives 2.1% (n = 360,000). AID 504444; note: % is set by controls: 0 for no effect and ±100 for the full control effect; nearly all actives have a fitted effect of over 60% in size
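A549 ARE_Fluc cells (5000/well, 5% FBS OPTI-MEM) pre-incubated 2 h, then treated with compounds 18-24 h at 37C/5% CO2 in concentration-response. CellTiter-Fluor viability read first; BugLite luciferase luminescence after 15 min at room temperature gives Nrf2 activity.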
Nrf2 ARE act = activators of Nrf2 (ARE) signaling | AID 624171 | Potency, µM (doses to about 46.1 µM), without a hit: at the top dose activation, usual class: activators | AREc32 ARE-luciferase reporter (MCF7-derived line), luminescence, 24 h | actives 0.31% (n = 410,000); note: % of control where 0% means no effect; nearly all actives have a fitted effect of over 65% in size
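Cells of the AREc32 ARE-luciferase line are plated in OPTI-MEM containing 5% FBS and left overnight at 37 deg C. Compounds are pinned in, incubation continues 24 hr, and firefly luciferase signal is then measured.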
HepG2 tox = HepG2 cytotoxicity, counter-screen for TGF-b inhibitors; HepG2 CAGA-GFP viability, ATP luminescence, 18 h; Potency, µM (titrated, usually from 46.1 µM), for inactives: at the highest dose activity change, negative = cytotoxicity, hits mostly cytotoxic; actives 0.76% (n = 410,000); note: some results filed as inactive show a strong effect at the top dose
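CellTiter-Glo luminescence gave cytotoxicity after 18 hours at 37 degrees C. The cells were HepG2 CAGA-GFP in 1% FBS DMEM, stimulated with 500 pg/mL TGF-beta after compound addition. %Activity was normalised to no-cell wells (complete cell-killing) and DMSO (no toxicity), and curves were fitted and classified.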
MCF10A rereplic = induces DNA re-replication in MCF 10a normal breast cells | actives 2.9% (n = 350,000) | Potency, µM (doses to about 46.1 µM), inactives show at the highest dose activity, positive = re-replication, usual class: activators | MCF 10A DNA re-replication, Hoechst nuclear intensity, 48 h; note: % of control where 0% means no effect; nearly all actives have a fitted effect of over 50% in size
* hit, by the source's call; i = inactive; u = inconclusive; x = not tested or not shown; & = joins results of further samples; [ ] = dose if it differs, or a comment. Calls come from the whole dose curve; as a rule, active = well fitted curve in the direction sought with a large enough effect; inconclusive = small, poorly fitted or top-dose-only effect, or another doubt; inactive = no such curve, though single readings can be large; an effect the other way counts as inactive or inconclusive. Potency is the fitted concentration of half-maximal effect.

Compound	ATXN2 expr inh	EPAC2 antag	TGFb inhibitor	S2 tox	A549 viability	Nrf2 inh	Nrf2 ARE act	HepG2 tox	MCF10A rereplic
CC1=NNC(=O)C(CC(=O)Nc2ccc(Cl)c(Cl)c2)C1 (configuration not stated)	-15%	7%	11%	i	-1%	8%	-0.2%	4%	-1%
COc1cc(CN2CCNC(=O)C2CC(=O)NCCC2=CCCCC2)cc(OC)c1 (configuration not stated)	4%	1%	-1%	i	10%	13%	1.4%	-13%	u
COc1ccc(C(=O)NC2CCc3ccccc32)cc1OC1CCN(C(C)C)CC1 (configuration not stated)	27%	6%	-5%	i	2%	13%	3.3%	-11%	-1%
O=C(Nc1ccccc1F)c1ccc(OCc2ccccc2)cc1	29%	-6%	-49%	i	14%	16%	-0.4%	-16%	1%
CC1CCCC(NC(=O)CSC2CCCCC2)C1C (configuration not stated)	43%[activator]	8%	7%	i	1%	-15%	2.5%	5%	u
CC1CCCC(NC(=O)CSc2ccc(F)cc2)C1C (configuration not stated)	x	4%	0%	u	-3%	-20%	0.5%	-2%	2%
CCOc1ccc(NC(=O)N2CC=C(c3c[nH]c4ccccc34)CC2)cc1	x	x	0%	x	-19%	u	8.2%	4%	x
CCCCNC(=O)CSc1nc2cc3c(cc2c(=O)n1CCCCCC(=O)NCc1ccc2c(c1)OCO2)OCO3	x	x	-1%	x	0%	x	0.0%	4%	x
NNC(=O)CCCNc1ncc(C(F)(F)F)cc1Cl	2%	-2%	-2%	i	3%	21%	2.5%	4%	9%
CCc1cc(OCCN(C)C)ccc1Cl	-29%	-4%	-3%	i	2%	-5%	0.1%	1%	0%
O=C1c2ccccc2NC(c2ccc(-c3ccc(C(F)(F)F)cc3)o2)N1O (configuration not stated)	u	-4%	u	u	-1%	u	6.7%	-28%	u
Cc1cc(OCn2ccc(C(=O)O)n2)ccc1Cl	1%	3%	16%	i	-1%	-9%	-0.6%	6%	-17%
O=C(Cc1cccc2ccccc12)NN1C(=O)C2C(C1=O)C1C=CC2C12CC2 (configuration not stated)	3%	11%	5%	i	5%	22%	5.0%	-8%	1%
Cc1ccc(NC(=S)NC2CC3CCCC(C2)N3Cc2ccco2)cc1 (configuration not stated)	-5%	-6%	-22%	i	-16%	8%	2.2%	-1%	12%
Cc1ccc(C)c(N2CCN(C(=O)C3CCC(CNS(=O)(=O)c4ccc(Br)s4)CC3)CC2)c1 (configuration not stated)	-5%	x	-11%	i	-6%	u	0.3%	-9%	x
CC(=O)c1ccc(NC(=O)C2CCCO2)cc1 (configuration not stated)	11%	7%	-10%	i	5%	20%	-0.6%	8%	7%
COc1ccc(CC(=O)NCCCCc2ccccc2)cc1OC	-15%	6%	-25%	i	1%	-25%	-0.4%	3%	3%
Cc1coc2cc3oc(=O)c(CC(=O)N4C[C@H]5C[C@@H](C4)c4cccc(=O)n4C5)c(C)c3cc12	-3%	2%	23%	i	1%	-7%	-0.9%	-1%	-8%
Cc1cccc(C)c1N1CCN(C(c2ccnc3ccccc23)c2nnnn2-c2ccc3c(c2)OCCO3)CC1 (configuration not stated)	-22%	3%	x	i	x	x	-1.0%	x	x
COc1ccc(NS(=O)(=O)c2cc(NS(=O)(=O)c3cc(C(=O)O)ccc3OC)ccc2C)cc1	3%	2%	11%	i	-2%	1%	-0.6%	20%	10%
COc1ccccc1C1=Nc2cccc3cccc(c23)N1	0%	-1%	-15%	i	-4%	-15%	5.2%	-1%	u
O=C(O)c1cccc(NC(=O)c2ccc3c(c2)C(=O)N(C2CCCCC2)C3=O)c1	15%	7%	-2%	i	-2%	u	-0.5%	-13%	-1%
Cc1ccc(C)c(SCC(=O)NCC(c2ccco2)N2CCCCC2)c1 (configuration not stated)	-6%	-9%	0%	i	-18%	-15%	-0.5%	-4%	19%
Cc1ccc(S(=O)(=O)N2CCN(C(=O)C3CC(=O)N(c4ccc5c(c4)OCCO5)C3)CC2)cc1 (configuration not stated)	-5%	2%	-7%	i	-15%	12%	-0.3%	3%	1%
COc1cc(/C=N\NC(=O)c2ccc(-c3ccccc3)cc2)cc(OC)c1O	-19%	5%	-34%	i	13%	2%	2.6%	-35%	u
CCCOc1ccc(CC(=O)NCC2(c3ccccc3)CCOCC2)cc1OC	4%	-5%	-3%	i	-12%	-28%	-0.3%	1%	4%
CCc1cccc(C)c1NC(=S)N(CCN(C)C)Cc1cccs1	-33%	-5%	-4%	i	0%	-26%	3.3%	5%	-1%
COc1cccc(CNC(=O)CN(c2cc(C)cc(C)c2)S(=O)(=O)c2c(C)noc2C)c1	-3%	-18%	-11%	i	0%	0%	-0.9%	0%	28%
Cc1ccccc1C(=O)Nc1scc(-c2ccc(Br)cc2)c1C(=O)O	-3%	-1%	11%	u	-25%	8.2µM*	-2.1%	5%	11%
Cc1ncc([N+](=O)[O-])n1CC(O)CCl (configuration not stated)	-2%&9%	-6%	1%	i	-1%	3%	0.1%	1%	-10%

Remaining list, next part
Compound	ATXN2 expr inh	EPAC2 antag	TGFb inhibitor	S2 tox	A549 viability	Nrf2 inh	Nrf2 ARE act	HepG2 tox	MCF10A rereplic
Cc1ccccc1-c1nc2scc(CCNC(=O)C(=O)Nc3ccc(F)cc3F)n2n1	-6%	x	-18%	i	-5%	x	5.8%	-17%	x
CCN(CC)S(=O)(=O)c1ccc2c(c1)c(=O)c(C(=O)NCc1ccccc1Cl)cn2C	-9%	x	-40%	i	-4%	-30%	0.1%	5.6µM*	x
Cc1ccc(-c2noc(CNC(=O)c3ccc(C(C)(C)C)cc3)n2)cc1	x	x	u	x	4%	10%	4.2%	-25%	x
CCOc1ccc(N2CC(C(=O)Nc3ccccc3OC)CC2=O)cc1 (configuration not stated)	4%	29%	-2%	i	14%	3%	2.2%	-5%	-1%
CCOc1ccc(N=c2scc(-c3ccccc3)n2CCO)cc1	30%	0%	u	i	-5%	-29%	0.8%	-25%	-5%
COc1ccccc1OCCNC(=O)c1ccc(C)o1	26%	-12%	-1%	i	5%	19%	0.8%	0%	4%
Cc1ccc(C(=O)NCC(=O)Nc2ccc(F)c(F)c2F)cc1	0%	6%	0%	i	1%	2%	-0.7%	1%	-4%
CCCOC1CCCN(C(=O)c2cc(Cl)c(Cl)cc2C(=O)O)C1 (configuration not stated)	-1%	12%	-24%	i	-23%	-2%	-0.2%	-7%	16%
CN(c1ccccc1)S(=O)(=O)c1cccc(NC(=O)Cn2cnc3c2c(=O)n(C)c(=O)n3C)c1	-17%	-9%	-25%	i	0%	10µM*	0.5%	-30%	-5%
CCCn1c(SCC(=O)Nc2ccccc2C(=O)NC2CC2)n[nH]c1=O	-9%	11%	1%	i	2%	1%	0.3%	1%	4%
CC(C)N=C(NC#N)SCc1ccc(F)cc1	10%	-3%	u	i	-8%	9%	-0.2%	12%	3%
Cc1ccc(S(=O)(=O)N2CCN(C(=O)COC(=O)c3ccc(O)cc3)CC2)c(C)c1	3%	-5%	8%	i	13%	9%	1.0%	-3%	2%
CC(C)(C)c1ccccc1OCCCCCNCCO	-36%	-3%	-4%	i	u	x	-0.8%	-57%	u
Cc1ccc(S(=O)(=O)N2CCOCC2)cc1C(=O)Nc1nc(-c2cccnc2)cs1	1%	-3%	1%	i	-5%	-10%	-0.9%	4%	25%
CC(C)CC(C(=O)Nc1cccc(O)c1)N1C(=O)c2ccccc2C1=O (configuration not stated)	5%	-18%	-5%	i	7%	0%	0.1%	3%	0%
COc1cccc(C(=O)N2CCC[C@H]2C(=O)N2CCC[C@H]2C(=O)NCc2ccc(F)cc2F)c1	-7%	3%	x	i	x	x	-0.4%	x	x
COC(=O)c1ccccc1NC(=O)CN1C(=O)c2ccccc2S1(=O)=O	4%	5%	3%	i	-1%	11%	-0.6%	12%	27%
Cc1nnc(N2CCC(C(=O)N3CCCCC3)CC2)c2nn(-c3ccc(Cl)cc3)c(C)c12	-19%&-7%	0%	u	u	-25%&-12%	u	-0.7%&0.7%	-20%&-29%	3%
COc1ccc(CNc2nc3c(-c4cccc(C)c4)nnn3c3ccccc23)cc1	14%	x	1%	i	-1%	12%	0.3%	-5%	x
Cc1ccc(-n2cccc2/C=N/n2cnnc2)cc1Cl	-6%	4%	4%	i	-5%	3%	-0.5%	-6%	-1%
CCc1ccc(C(O)c2ncc(-c3ccccc3C(F)(F)F)[nH]2)cc1 (configuration not stated)	-17%	-25%	-9%	i	x	x	1.1%	-9%	x
O=C(CNC(=O)c1ccccc1F)NCCOc1cccc(Cl)c1Cl	3%	-6%	-1%	i	10%	0%	0.0%	-1%	u
Cc1ccc(NC(=O)CSc2nccn2Cc2ccccc2)cc1C	54%[activator]	-7%	7%	i	-4%	u	5.2%	-7%	x
Nc1nnc(CCS(=O)(=O)c2ccc(Cl)cc2)s1	6%	8%	23%	i	-4%	22%	4.4%	2%	19%
COc1cc(CN2CCCC(CO)(Cc3ccccc3F)C2)ccc1O (configuration not stated)	-1%	-1%	-7%	i	4%	1%	-0.6%	-5%	10%
COc1ccc(-c2[nH]nc3nc(N4CCN(C(=O)c5ccoc5)CC4)cc(C(F)(F)F)c23)cc1	20µM*	-17%	u	20µM*	x	x	-1.1%	-39%	x

An excerpt; the hit share may differ from the screen's.
